NR3A LBD binder: NR3A (human) ligand-binding domain modulation; 340,000 compounds, 2.5% hits; AID 1259313; NR3A LBD differential scanning fluorimetry, Tm shift; 0% = protein alone, 100% = glycine-bound protein; Tm shift relative to glycine control, % at 25 µM;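 active = melting temperature shift of at least 10% of the positive control shift, at one fixed dose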
MPTP inh: permeability transition pore inhibition; isolated mouse mitochondria, Ca2+ swelling absorbance, 30 min; inhibition, % at 10 µM; 360,000 compounds, 1.4% hits; AID 602449;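 active = inhibition of 50% or more, scaled per plate between neutral and stimulator controls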;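 note: 0% = DMSO wells given calcium and 100% = 1 mM EGTA wells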
SENP6 block: inhibitors of human SENP6 protease | inhibition, % at 10 µM | Q9GZR1 | AID 2599 | Recombinant SENP6 catalytic domain, aminoluciferin luminescence | 330,000 compounds, 1.8% hits;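 active = inhibition above about 50% at the single tested dose, limit read from the data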;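 note: plate controls were DMSO wells with enzyme for no effect and DMSO wells lacking enzyme for full effect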
SENP8 inh: inhibitors of human SENP8 protease; recombinant SENP8, Nedd8 substrate fluorescence; Q96LD8; 360,000 compounds, 0.64% hits; AID 602440; inhibition, % at 20 µM; in the data active = inhibition mostly above about 40%, no sharp cut-off; inactive = mostly below about 27%
Target sequence (Q96LD8 whole entry, looked up): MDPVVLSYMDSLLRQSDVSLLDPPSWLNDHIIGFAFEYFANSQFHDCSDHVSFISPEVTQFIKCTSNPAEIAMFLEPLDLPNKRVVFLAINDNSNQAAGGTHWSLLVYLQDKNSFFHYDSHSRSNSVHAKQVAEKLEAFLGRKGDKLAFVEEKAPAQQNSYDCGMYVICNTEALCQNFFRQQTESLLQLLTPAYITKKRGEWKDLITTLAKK
PfG6PD inh: PfG6PD (Plasmodium falciparum) enzyme inhibition; PfGluPho enzyme, NADPH resazurin-diaphorase fluorescence; inhibition, % at 20 µM; 350,000 compounds, 0.78% hits;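 active = inhibition reaching at least a set limit at 20 µM in the primary screen, cut at about 59% in these data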;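 note: 0% = DMSO wells with substrate and 100% = DMSO wells lacking glucose-6-phosphate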
SENP1 inh: SENP1 (human) catalytic domain inhibition; Q9P0U3; recombinant SENP1 catalytic domain, CyPet-SUMO1-YPet FRET cleavage; inhibition, % at 10 µM; 360,000 compounds, 0.21% hits;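 active = inhibition at least 30% at 10 µM, raw YFP signal under a set limit, fluorescence ratio 0.5 to 1.5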;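 note: 0% = enzyme with DMSO and 100% = no enzyme wells; some results filed as inactive read as strong as hits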
Target sequence (Q9P0U3 419-644 limits assumed): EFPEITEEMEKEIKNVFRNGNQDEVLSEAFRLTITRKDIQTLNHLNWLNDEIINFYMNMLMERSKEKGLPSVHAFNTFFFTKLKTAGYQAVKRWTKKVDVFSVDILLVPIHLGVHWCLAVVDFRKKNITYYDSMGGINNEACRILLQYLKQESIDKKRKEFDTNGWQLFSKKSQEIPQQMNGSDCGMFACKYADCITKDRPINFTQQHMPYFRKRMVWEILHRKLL
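Controls: no-enzyme wells low, DMSO-plus-enzyme wells high control. Test system: human recombinant His6-tagged SENP1 catalytic domain enzyme. Reagent: SFCypet-SUMO1-SFYpet FRET protein substrate, 25 nM final. Doses: one dose per compound, 10 µM, 0.5% DMSO. Detection: FRET, CFP and YFP emission. Timing: 50 min reaction at room temperature.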
ATG4B inh: blocks human ATG4B protease cleavage of LC3 substrate. Q9Y4P1. ATG4B cleavage of LC3-PLA2, NBD-HPC fluorescence, 1 h. inhibition, % at 8.33 µM. 340,000 compounds, 0.51% hits. AID 504462; in the data active = inhibition above about 40%
hIAP activ: increases human intestinal alkaline phosphatase activity; activation factor at 10 µM; purified human IAP, CDP-Star luminescence, 30 min; active compounds read high; 1 = vehicle-only enzyme, 0 = enzyme-free background; 330,000 compounds, 0.16% hits; AID 2524;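 active = activation factor of the enzyme at least 2-fold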; note: the source names both 10 and 20 µM as test concentration; values of inactives mirror those of a sister screen read the other way
Target sequence (P09923 whole entry, looked up): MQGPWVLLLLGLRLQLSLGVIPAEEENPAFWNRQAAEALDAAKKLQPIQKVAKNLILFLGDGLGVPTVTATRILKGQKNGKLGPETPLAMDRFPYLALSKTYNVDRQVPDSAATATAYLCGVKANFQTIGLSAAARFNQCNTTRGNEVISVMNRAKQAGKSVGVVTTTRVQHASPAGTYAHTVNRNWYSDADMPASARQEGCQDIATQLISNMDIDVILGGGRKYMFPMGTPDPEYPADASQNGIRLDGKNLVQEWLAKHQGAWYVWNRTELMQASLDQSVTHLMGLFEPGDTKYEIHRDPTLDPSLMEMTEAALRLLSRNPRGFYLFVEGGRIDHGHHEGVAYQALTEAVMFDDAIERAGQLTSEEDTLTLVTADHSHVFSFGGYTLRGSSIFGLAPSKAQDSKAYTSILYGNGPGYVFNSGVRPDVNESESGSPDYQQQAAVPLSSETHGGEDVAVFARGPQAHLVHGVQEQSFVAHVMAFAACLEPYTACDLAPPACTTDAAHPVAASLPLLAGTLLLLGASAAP
An asterisk follows results filed as active; i = inactive; . = no result given.

| Molecule | NR3A LBD binder | MPTP inh | SENP6 block | SENP8 inh | PfG6PD inh | SENP1 inh | ATG4B inh | hIAP activ |
| --- | --- | --- | --- | --- | --- | --- | --- | --- |
| CC(C)=C(NC(=O)c1ccccc1Br)C(=O)NCCc1nc2ccccc2[nH]1 | -2 | 0.1 | -1 | 12 | 0 | 3 | -1 | 0.87 |
| Cc1ccc(S(=O)(=O)NCC(=O)OCC(=O)N2CC(=O)Nc3ccccc32)cc1 | 1 | -1.9 | 4 | 1 | -8 | -2 | 4 | 0.99 |
| Cc1nn(C/C(C#N)=N\O)c(C)[n+]1N | 0 | -0.7 | -20 | -3 | -23 | 2 | 0 | 1 |
| CC1CCCC(C)N1C(=O)c1cc(-c2ccc(Cl)c(Cl)c2)on1 (stereo not drawn) | -3 | 0.2 | 6 | 10 | -5 | 1 | 14 | 0.83 |
| O=C(COC(=O)c1ccc(-c2cnc3ccccc3n2)cc1)c1ccccc1 | -1 | -3.0 | 0 | -16 | 2 | -1 | -3 | 0.91 |
| CCOC(=O)c1ccc(NS(=O)(=O)c2c(C)nc3sccn3c2=O)cc1 | 0 | 1.2 | -6 | 14 | 9 | 2 | -3 | 1 |
| CCCOc1ccc(C(=O)N2CCN(c3ccc(N)cc3Cl)CC2)cc1 | 2 | 1.9 | 2 | 23 | 8 | 0 | -3 | 0.94 |
| CCc1ccc(CNC(=O)C2CCCN(S(=O)(=O)N(CC)c3ccccc3)C2)cc1 (stereo not drawn) | 0 | -0.4 | -1 | 10 | -3 | 0 | -3 | 1 |
| CCOC(=O)Cn1cnc2c(nnn2-c2ccc(F)cc2)c1=O | 0 | -0.3 | 7 | 18 | -5 | -1 | -6 | 1 |
| Cc1ccc(SCC(=O)N(C)C2CCS(=O)(=O)C2)c(C)c1 (stereo not drawn) | 2 | -1.0 | -4 | 13 | 4 | 0 | 2 | 1.1 |
| CC(C)(C)C(=O)NCc1ccc(C(=O)CSc2nnc(C3CC3)n2C2CC2)s1 | -1 | 0.3 | -5 | 6 | 11 | 1 | -9 | 0.74 |
| COc1cc(C2c3c(-c4cc(Cl)c(C)cc4O)n[nH]c3C(=O)N2Cc2cccnc2)ccc1O (stereo not drawn) | -15 | 3.7 | -3 | 13 | -10 | 1 | -3 | 1.8 |

Fetched by structure from the list above, six records:
| Molecule | NR3A LBD binder | MPTP inh | SENP6 block | SENP8 inh | PfG6PD inh | SENP1 inh | ATG4B inh | hIAP activ |
| --- | --- | --- | --- | --- | --- | --- | --- | --- |
| CCOC(=O)c1ccc(NS(=O)(=O)c2c(C)nc3sccn3c2=O)cc1 | 0 | 1.2 | -6 | 14 | 9 | 2 | -3 | 1 |
| Cc1ccc(S(=O)(=O)NCC(=O)OCC(=O)N2CC(=O)Nc3ccccc32)cc1 | 1 | -1.9 | 4 | 1 | -8 | -2 | 4 | 0.99 |
| O=C(COC(=O)c1ccc(-c2cnc3ccccc3n2)cc1)c1ccccc1 | -1 | -3.0 | 0 | -16 | 2 | -1 | -3 | 0.91 |
| Cc1ccc(SCC(=O)N(C)C2CCS(=O)(=O)C2)c(C)c1 (stereo not drawn) | 2 | -1.0 | -4 | 13 | 4 | 0 | 2 | 1.1 |
| CC1CCCC(C)N1C(=O)c1cc(-c2ccc(Cl)c(Cl)c2)on1 (stereo not drawn) | -3 | 0.2 | 6 | 10 | -5 | 1 | 14 | 0.83 |
| Cc1nn(C/C(C#N)=N\O)c(C)[n+]1N | 0 | -0.7 | -20 | -3 | -23 | 2 | 0 | 1 |

Next records follow.
| Molecule | NR3A LBD binder | MPTP inh | SENP6 block | SENP8 inh | PfG6PD inh | SENP1 inh | ATG4B inh | hIAP activ |
| --- | --- | --- | --- | --- | --- | --- | --- | --- |
| N#Cc1cc([N+](=O)[O-])cnc1Nc1ccccc1 | -3 | 3.8 | -6 | 18 | 28 | 0 | 2 | 0.96 |
| CCOC(=O)CC(NC(=O)C(CC)c1ccccc1)c1ccccc1Cl (stereo not drawn) | 4 | 15 | -10 | 7 | 7 | 3 | 4 | 0.99 |
| O=C(Cc1ccccc1)Nc1ccc(N2CCN(Cc3ccccc3F)CC2)cc1 | -1 | 6.0 | 7 | 21 | -8 | 3 | -5 | 0.86 |
| Cc1cc(-c2ccccc2)c2c3c(cn2n1)c(=O)n(C)c(=O)n3C | -2 | 0.4 | 16 | 14 | -12 | 12 | -6 | 1.3 |
| Cc1c(OCC(=O)N2CCN(c3ccccc3)CC2)ccc2c3c(c(=O)oc12)CCCC3 | -3 | 0.8 | 3 | -8 | -6 | 1 | -3 | 0.66 |
| CC(C)(C)C1(C)OC(C(=O)NC2CCCCC2)C(C(=O)NC2CCCCC2)O1 (stereo not drawn) | 0 | -2.9 | -2 | 10 | 8 | -1 | 0 | 0.93 |
| COc1ccccc1-c1sc2ccccc2c1-c1ccc2c(c1)OCO2 | 0 | -0.6 | 0 | -89 | 15 | 1 | -6 | 1 |
| Cc1ccc(C2=NN(C(=O)CCl)C(c3ccco3)C2)o1 (stereo not drawn) | -2 | -1.0 | -5 | -8 | 7 | -6 | 0 | 1.1 |
| O=[N+]([O-])c1cccc(N/N=C/c2cccc3ccccc23)c1 | 25* | 32 | 5 | 27 | 32 | 5 | -17 | 0.87 |
| Cc1ccc(S(=O)(=O)c2ccc(Cl)cc2)cc1S(=O)(=O)N1CCOCC1 | 7 | 5.3 | -11 | -2 | 11 | -1 | -10 | 1.1 |
| O=Cc1cn[nH]c1-c1cccc([N+](=O)[O-])c1 | -3 | -0.5 | 5 | -4 | -7 | 1 | 6 | 0.94 |
| COc1cccc(N(C(=O)c2snc(C(N)=O)c2N)C(C(=O)NCC2CCCO2)c2ccc(C)o2)c1 (stereo not drawn) | -2 | -2.7 | -4 | -326 | 4 | -21 | 0 | 0.91 |
| S=C(NCCc1ccccc1)Nc1ccc(Br)cc1 | 33* | 98* | -14 | 11 | 0 | 0 | -6 | 1 |
| C=CC(=O)N(CCC)C(c1ccccc1)c1ccccc1OC (stereo not drawn) | -2 | 0.6 | -7 | 9 | -8 | 2 | 9 | 0.91 |
| Cc1ccc2nsnc2c1NC(=O)c1ccc(-c2cc(Cl)ccc2Cl)o1 | 2 | -1.6 | -6 | -379 | -5 | 13 | -1 | 0.89 |
| CCc1ccccc1NC(=S)N(CCN(C)C)Cc1cccs1 | -2 | 1.0 | -3 | 6 | -7 | 2 | 0 | 1 |
| CC12CCC(=O)N1C(C(=O)Nc1ccccc1F)CS2 (stereo not drawn) | 0 | -2.8 | 4 | 6 | 0 | 2 | -1 | 1.1 |
| Cc1cc(C)c(OCCCCN2CCC(C)CC2)c(Br)c1 | -1 | 3.7 | -23 | 14 | -13 | -1 | 10 | 0.95 |
| Cc1nn(-c2cccc(Cl)c2)c2nc(C(F)(F)F)[nH]c(=O)c12 | 0 | 98* | 1 | 10 | 12 | 1 | 31 | 0.87 |
| Cc1c(C(=O)N2CCC[C@H]2C(N)=O)oc2c(F)cccc12 | -5 | -1.4 | -7 | 14 | 16 | 0 | 7 | 1 |
| CCN(CC(=O)Nc1c(F)cccc1F)C(=O)CCOc1ccc(C)cc1 | 2 | 0.0 | -1 | -1 | 10 | 0 | 8 | 0.9 |
| O=C(Nc1cc(-c2ccccc2)nn1-c1c(Cl)cccc1Cl)c1ccc(F)cc1 | -1 | 0.2 | -11 | 18 | 18 | 1 | -13 | 0.98 |
| O=C(CN(c1cccc(C(F)(F)F)c1)S(=O)(=O)c1ccc(Cl)c([N+](=O)[O-])c1)NCc1ccccc1 | -9 | 0.6 | -10 | 3 | 2 | 0 | -3 | 0.95 |
| CC(=O)Nc1ccc(NC(=O)C2CCN(S(=O)(=O)c3ccc4c(c3)OCCO4)CC2)cc1 | 1 | -0.7 | -5 | 20 | -8 | 6 | -2 | 1.1 |
| Cc1ccc(-c2cc3c(N=O)c4ccccc4c-3n[nH]2)cc1 | -1 | 5.9 | 100* | 0 | 8 | -1 | -6 | 0.8 |
| Cc1ccc(S(=O)(=O)CCCS(=O)(=O)c2ccc(C)cc2)cc1 | -1 | 0.4 | -15 | 14 | -10 | -1 | -3 | 1 |
| CC(C)N(Cc1ccccc1)C(=O)CN1C(=O)c2ccccc2C1=O | 1 | 0.5 | -6 | 14 | -3 | 0 | -4 | 0.93 |
| CCN(c1ccccc1)S(=O)(=O)c1cccc(C(=O)NCc2cccnc2)c1 | 2 | 1.2 | -3 | -1 | -15 | 1 | 2 | 1.1 |
| Cc1ccc(OCC(=O)Oc2ccccc2[N+](=O)[O-])cc1 | -1 | 0.6 | -8 | 35 | 7 | 2 | 0 | 1.2 |
| C=CCOn1c(=O)c(-c2cc3ccccc3o2)[n+]([O-])c2ccccc21 | -1 | 1.6 | 15 | -243 | -3 | -20 | -1 | 1.1 |
| CCOc1ccccc1CN1CCN(Cc2ccc3cc(F)ccc3n2)CC1CCO (stereo not drawn) | 2 | -0.8 | -10 | -9 | 11 | -6 | -2 | 1.1 |
| Cc1ccc(C(C)C)cc1-n1nnc(-c2cccc(Cc3ccc4ccccc4c3)c2)c1C(C)O (stereo not drawn) | . | 0.6 | . | 8 | -7 | 1 | . | . |
| Cc1csc(=O)n1CC(=O)OCC(=O)Nc1cc([N+](=O)[O-])ccc1Cl | 2 | 0.0 | -20 | 15 | -5 | 1 | -4 | 0.86 |
| O=C(COC(=O)Cc1cccc(C(F)(F)F)c1)Nc1ccccc1 | -8 | 1.1 | 10 | 7 | 7 | 2 | -9 | 0.96 |
| COCCN1C(=O)C(=O)/C(=C(/O)c2ccc(S(=O)(=O)N3CCCCC3)cc2)C1c1ccc(OC)c(OC)c1 (stereo not drawn) | 0 | -0.3 | -9 | 4 | -11 | 3 | 2 | 1.2 |
| Nc1nn2cc(-c3ccc(Br)cc3)nc2c2ccccc12 | 27* | 0.5 | 87* | i | 16 | 0 | 12 | 0.89 |
| Cc1nc(SCC(=O)NCc2ccco2)c2c(=O)n(C)c(=O)n(CC(C)C)c2n1 | . | 0.2 | -4 | 4 | . | -2 | . | 0.97 |
| COc1cccc(N2CCN(S(=O)(=O)c3c(C)[nH]c(C)c3C(=O)N3CCCCC3)CC2)c1 | 2 | 0.7 | 9 | 19 | -9 | 1 | 0 | 1.1 |
| Cc1nc2ncnn2c(C)c1CCC(=O)NC(C)c1ccc2c(c1)OCCO2 (stereo not drawn) | 1 | -1.1 | 8 | 7 | -11 | -2 | 2 | 0.97 |
| Cc1cc(C)nc(NNS(=O)(=O)c2ccc(Cl)cc2)n1 | 1 | -0.8 | -4 | 9 | 59* | 1 | 2 | 1.2 |
| CN(Cc1ccc(Cl)s1)C(=O)CN1C(=O)N(C)C2(CCCCC2)C1=O | 0 | 0.5 | -17 | 15 | -13 | 2 | -2 | 1.1 |
| CN1CCCCCC1=Nc1ccccc1C#N | -1 | -2.8 | -5 | -1 | 9 | 1 | -1 | 1.1 |
| Cc1nc(CC(=O)N/N=C/c2ccc(OCC(=O)O)cc2)cs1 | 0 | -2.4 | -8 | 18 | -18 | 0 | 12 | 1.2 |
| O=C(/C=C/c1cccc(F)c1)NNC(=O)c1ccncc1 | 2 | -1.0 | -11 | 19 | 8 | 1 | 0 | 1.2 |
| O=[N+]([O-])c1cccc(-c2cnc3ccccc3n2)c1 | 2 | 0.8 | 32 | 22 | 5 | 1 | 4 | 1 |
| O=C(c1ccc2c(=O)n(CCc3ccccc3)c(=O)[nH]c2c1)N1CCN(c2ccc(F)cc2)CC1 | -5 | 1.5 | 0 | 0 | 2 | 2 | -7 | 1.2 |
| Cc1cc2c(ncn2C)c(NS(=O)(=O)c2ccc(Cl)cc2)c1C | -1 | 2.6 | -5 | 15 | 19 | 2 | -11 | 0.83 |
| CCOc1ccc(S(=O)(=O)N2CCN(C(=O)CN3C(=O)NC4(CCCC4)C3=O)CC2)cc1 | -1 | 1.7 | 0 | 15 | 5 | 1 | -2 | 0.91 |
| Cc1ccc(-c2cc(C(=O)Nc3c(C)n(C)n(-c4ccccc4)c3=O)[nH]n2)c(O)c1 | -1 | 1.4 | 4 | 18 | -18 | 0 | -4 | 0.92 |

High-throughput results from PubChem BioAssay.
